# Giardia kill – kills Giardia lamblia | actives 0.15% (n = 340,000) | Giardia lamblia trophozoite viability | activity change, % at 7.66 µM, hits read low; in the data active = activity change below about -80%; inconclusive = between about -30% and that limit;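 also: parasites exposed to compound for two days anaerobically before the ATP read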
#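 Each well holds 100 Giardia trophozoites and compound. After two days (48 hrs) at 37 deg C in anaerobic conditions, ATP is quantified by luminescence.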
# Chronic BCR inh – blocks chronic active B-cell receptor signaling; Potency, µM (highest dose often 46.1 µM), inactives show top-dose ratio change, negative = lower green/red ratio, actives largely listed as inhibitors; actives 0.05% (n = 340,000); ABC-DLBCL IkBa-CBG/CBR reporter, luminescence ratio, 4 h; active = well fitted inhibition curve with a large enough effect in the signal ratio, with a control signal flat, not every such curve was filed as active; inconclusive = small, poorly fitted or top-dose-only effect, or effect the other way, or a change in a side signal; the % refers to the signal ratio;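 also: potency is read from the fitted curve at half-maximal effect; plate controls were basal doxycycline-induced cells for no effect and cells given 10 µM MG132 for full effect; MG132 reads +100%, hits lower the ratio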
#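 Compounds up to 46 uM were incubated four hours with TMD8 cells whose green CBG68 luciferase is fused to IkappaBalpha; red CBR luminescence normalised the signal, and concentration-effect curves were fitted to fusion, red and ratio data.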
# FBPA coupling cs – inhibits coupling enzyme system, counter-screen for aldolase hits; activity change, negative = inhibition, % at 58.2 µM, hits read low; actives 0.67% (n = 290,000); AID 2472; coupling enzyme system counterscreen, AmpLite Red fluorescence; in the data active = activity change below about -30%
#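 Activity here indicates interference with the coupling reaction, not aldolase inhibition. Compounds at 57.5 uM final met coupling enzymes for 10 min at RT; substrate and AmpLite Red detection followed, with a 525/598 nm fluorescence read after 20 min.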
# USP2a inh – blocks human ubiquitin-specific protease USP2a. USP2 core, Ub-CHOP2 coupled fluorogenic reporter, 485/531. O75604. Potency, µM (highest dose often 38.3 µM), for the others: top-dose activity change, negative = inhibition, actives largely listed as inhibitors. actives 0.01% (n = 330,000);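 also: potency is read from the fitted curve at half-maximal effect; plate controls were DMSO wells for no effect and full inhibition by NEM control for full effect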
# Target sequence (O75604 whole entry, looked up): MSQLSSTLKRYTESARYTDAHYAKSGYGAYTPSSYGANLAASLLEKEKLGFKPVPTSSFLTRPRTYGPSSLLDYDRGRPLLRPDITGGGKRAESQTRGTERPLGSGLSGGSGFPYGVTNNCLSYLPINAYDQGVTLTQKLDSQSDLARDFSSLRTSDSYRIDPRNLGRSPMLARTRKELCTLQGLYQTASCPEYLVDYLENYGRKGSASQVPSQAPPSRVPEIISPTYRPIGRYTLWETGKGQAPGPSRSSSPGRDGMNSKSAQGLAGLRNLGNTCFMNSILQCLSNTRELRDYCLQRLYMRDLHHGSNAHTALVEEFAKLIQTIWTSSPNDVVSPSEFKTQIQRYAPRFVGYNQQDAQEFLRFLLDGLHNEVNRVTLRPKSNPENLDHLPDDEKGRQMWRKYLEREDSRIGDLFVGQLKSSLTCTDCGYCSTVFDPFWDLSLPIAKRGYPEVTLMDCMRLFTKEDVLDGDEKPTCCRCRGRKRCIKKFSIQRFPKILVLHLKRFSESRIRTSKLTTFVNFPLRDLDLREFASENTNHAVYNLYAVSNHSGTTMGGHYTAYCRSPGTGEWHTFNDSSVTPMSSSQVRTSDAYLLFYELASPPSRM
#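 Cell-free coupled assay: 10nM USP2 core preincubated 30min RT with compound in Tris-HCl pH 8.0/CaCl2/CHAPS buffer, then 25nM Ub-CHOP2 and 25nM reporter substrate; fluorescence (Ex 485/Em 531) read after 60min RT, normalized to NEM inhibition, concentration-response curves fitted.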
# GALK inhibitor – inhibitors of human galactokinase; Purified GALK, Kinase-Glo residual ATP luminescence; Potency, µM (top dose mostly 57.5 µM), for inactives: top-dose activity change, negative = inhibition, usual class: inhibitors; actives 0.007% (n = 270,000); also: potency is read from the fitted curve at half-maximal effect
#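 ATP-depletion format; final 35 uM ATP, 100 uM D-galactose, 5 nM enzyme; pH 8.0 HEPES/Mg2+ buffer; 60 min RT; luminescence read 10 min after detection reagent.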
# KCNH2 WT inh – blocks the wildtype human KCNH2 potassium channel; activity change, % at 1.84 µM; actives 0.37% (n = 340,000); U2OS, BacMam KCNH2, thallium flux FluxOr; stronger effect = lower value;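 active = maximum activity change below -70%; inconclusive = maximum activity change between -70% and -50%; inactive = maximum activity change above -50%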
#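 U2OS cells transduced with wild-type KCNH2 virus are loaded with FluxOr dye for 45 min, and thallium flux is measured in kinetic reads before and after stimulation buffer. Rate constants are normalized to DMSO controls.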
# B2AR arrestin – beta2AR (human) beta-arrestin recruitment activity. AID 492947. beta-arrestin recruitment to beta2AR, cell-based reporter. Potency, µM (top dose mostly 46.1 µM), inactives show top-dose activation, hits mostly activators. actives 0.02% (n = 330,000);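 also: potency is read from the fitted curve at half-maximal effect; 0% = DMSO controls and full agonism = EC100 isoproterenol or metaproterenol; nearly all actives have a fitted effect of over 65% in size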
# Target sequence (P07550 whole entry, looked up): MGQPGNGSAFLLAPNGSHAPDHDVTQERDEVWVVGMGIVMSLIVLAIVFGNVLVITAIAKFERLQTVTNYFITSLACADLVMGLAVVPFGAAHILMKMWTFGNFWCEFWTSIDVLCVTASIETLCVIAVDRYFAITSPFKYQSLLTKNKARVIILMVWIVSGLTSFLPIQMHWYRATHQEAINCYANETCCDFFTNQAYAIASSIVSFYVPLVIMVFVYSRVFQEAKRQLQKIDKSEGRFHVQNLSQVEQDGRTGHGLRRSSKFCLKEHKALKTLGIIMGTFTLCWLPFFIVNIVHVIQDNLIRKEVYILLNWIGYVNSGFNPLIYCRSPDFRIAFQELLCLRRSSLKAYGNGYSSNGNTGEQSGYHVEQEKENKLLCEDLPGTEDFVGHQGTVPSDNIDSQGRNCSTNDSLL
# PKM2 activator – PKM2 (human) enzyme activation; AID 1631; actives 0.34% (n = 260,000); Potency, µM (doses to about 57.5 µM), without a hit: at the top dose activation, usual class: activators; purified PKM2, Kinase-Glo ATP luminescence, activation; response scale: 0% is enzyme alone, no compound; P14618; also: potency is read from the fitted curve at half-maximal effect; nearly all actives have a fitted effect of over 55% in size
#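 ATP formation by purified human PK-M2, quantified via coupled luciferase luminescence after 1 h at room temperature with 0.1 mM ADP and 0.5 mM PEP final.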
# KCNH2 3.1 block – blocks the human KCNH2 3.1 channel isoform. U2OS KCNH2 3.1, thallium flux FluxOr; stronger effect = lower value. activity change, % (tested at about 1.8 µM). actives 0.95% (n = 340,000). AID 720553;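 active = maximum activity change below -70%; inconclusive = maximum activity change from -70% to -50%; inactive = maximum activity change above -50%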;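 also: thallium influx rate constant from kinetic fluorescence after stimulation buffer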
#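 Virally transduced U2OS (3.1 isoform, 4 h infection in dark at RT) → overnight 37 C → FluxOr + Red40 in HBSS/HEPES, 45 min → stimulation buffer, 2 min kinetic read → rate constant vs DMSO controls.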
# uPA surface inh – inhibitors of cell surface uPA generation. cell surface uPA generation assay, qHTS. Potency, µM (top dose mostly 38.3 µM), without a hit: at the highest dose activity change, negative = inhibition, hits mostly inhibitors. actives 0.31% (n = 330,000). AID 540303; active = well fitted inhibition curve with a large enough effect; inconclusive = small, poorly fitted or top-dose-only effect; inactive = no such curve, though single readings can be large or run the other way; tested in mouse RAW 264.7 cells; also: potency is read from the fitted curve at half-maximal effect; nearly all actives have a fitted effect of over 55% in size
# Eya2 phos inh – Eya2 (human) phosphatase inhibition; O00167; recombinant Eya2, OMFP fluorescence dephosphorylation (OMFP is methylfluorescein phosphate); Potency, µM (titrated, usually from 76.9 µM), for inactives: top-dose activity, negative = inhibition, usual class: inhibitors; actives 0.006% (n = 330,000); AID 488837; also: potency is read from the fitted curve at half-maximal effect
#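 Eya2 protein (added as 0.2 uM solution) was preincubated with compound for 10 min at ambient temperature in 50 mM HEPES pH 7.5, 50 mM NaCl, 5 uM MgCl2, 0.05% BSA, 1 mM DTT. OMFP (added at 50 uM) then reacted 10 min; fluorescence read at 485/525 nm.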
# * = called active by the depositor; u = inconclusive; x = no result given; & = joins results of further samples; [ ] = remark or other dose. Unless noted, calls follow the shape of the dose curve; as a rule, active = well fitted curve in the direction sought with a large enough effect; inconclusive = small, poorly fitted or top-dose-only effect, or another doubt; inactive = no such curve, though single readings can be large; an effect the other way counts as inactive or inconclusive. Unless noted, % is scaled to controls: 0 for no effect and ±100 for the full control effect.
SMILES,Giardia kill,Chronic BCR inh,FBPA coupling cs,USP2a inh,GALK inhibitor,KCNH2 WT inh,B2AR arrestin,PKM2 activator,KCNH2 3.1 block,uPA surface inh,Eya2 phos inh
Nc1c(Cl)cc(-c2csc(NCCc3nc4cc(Cl)c(Cl)cc4n3CCCO)n2)cc1Cl,11,14%,-1,-1%,x,-24,-0.7%,3%,-3,6%,-2%
C=CCn1c(CCNC(=O)C(C)(C)C)nc2ccccc21,-9,-1%,1,-1%,-3%,10,0.1%,-5%,-12,2%,-28%
CCCNC(=O)CN1C(=O)NC(CCc2ccccc2)C1=O (configuration not stated),-5,1%,0,0%,11%,-11,-0.2%,5%,6,9%,-2%
CCc1cc(=O)oc2cc(C)c(CN3CCCC3)c(O)c12,-21,-1%,-2,u,2%,-4,-0.1%,0%,5,x,0%
Cc1nc(NC(=O)c2ccc(OCC(C)C)cc2)sc1Cc1ccc2c(c1)OCO2,-12,-3%,-3,2%,0%,-4,-0.4%,-5%,-6,u,-6%
Cc1ccc(NCc2ccc(O)c3ncccc23)cc1,5,u,-9,-1%,0%,-3,0.1%,9%,18,2%,-1%
CCN1CCN(C(=O)C2=CC(c3ccc(OC)cc3)=NS(=O)(=O)N2C)CC1,17,8%,0,0%,x,0,-0.6%,u,6,4%,-2%
Cc1ccc(Cl)cc1N1CCN(S(=O)(=O)c2cc3c(cc2C)NC(=O)CO3)CC1,16,-6%,2,1%,x,5,-0.2%,-23%,3,12%,5%
CN(C)CCN1CC(C(=O)O)CC1=O (configuration not stated),2,4%,-1,3%,6%,-4,0.1%,-3%,-1,2%,-3%
Cn1cncc1C#Cc1c(-c2ccsc2)sc2ccccc12,-9,3%,x,-1%,x,-7,-0.3%,x,7,-10%,-10%
COc1ccc(OC)c(NC(=O)C(C)Oc2ccc(Br)cc2)c1 (configuration not stated),10,u,3,3%,5%,-3,-0.1%,-1%,-5,-2%,-5%
C/C(=N\NC(=O)c1cc(O)cc(O)c1)c1ccc(NC(=O)Cc2ccccc2)cc1,2,u,x,1%,-8%,-3,-0.7%,28%,4,-1%,4%
CCn1c(C)nc2cc(C(=O)NNC(=O)c3ccc(C)cc3)ccc21,-17,1%,x,0%,x,-8,0.0%,x,6,-6%,1%
CN(C)/C=C/C(=O)c1ccc(S(=O)c2ccccc2)cc1 (configuration not stated),1,1%,5,0%,-2%,-8,11%,-3%,7,2%,19%
O=C(c1ccc(Cl)c(S(=O)(=O)N2CCOCC2)c1)N1CCOCC1,2,-12%,7,0%,1%,-8,0.1%,x,-4,-16%,5%
CCOc1ncccc1C(=O)OCC(=O)N1CCC(C)CC1,-4,-10%,x,13%,x,-12,0.0%,x,5,-3%,u
Nc1cccc2c1C(=O)N(C(=O)c1ccc(Cl)c(S(=O)(=O)N3CCCCCC3)c1)C2=O,-9,16%,2,7%,-1%,-1,0.0%,u,1,-2%,6%
CCOc1ccc(NC(=O)CCn2c(=O)[nH]c3ccsc3c2=O)cc1,0,14%,-1,1%,6%,16,0.2%,-1%,3,2%,1%
CCOC(=O)C(c1ccccc1)C(Nc1ccc(Cl)c(Cl)c1)c1ccccn1 (configuration not stated),32[activator],u,1,2%,1%,-5,3.1%,0%,-30,4%,-6%
CC(=O)c1ccc(N2CCCCCC2)c(F)c1,3,-3%,3,0%,3%,8,0.2%,3%,4,1%,4%
O=c1cc[nH]c2c(Cl)cccc12,29,u,2,0%,3%,4,0.1%,-6%,2,5%,-3%
Cc1ccc(C)c(N2CCN(C(=O)c3ccc4c(c3)c(C)c(C)n4C)CC2)c1,23,u,1,-13%,7%,12,-1.0%,3%[0.46 µM],-31,2%,-17%
COc1ccc(NC(=O)Nc2nc3c(s2)CCCC3)cc1,-25,u,-1,-2%,-1%,-7,0.4%,-1%,-8,6%,-4%
CN(C)c1cccc2cccc(N(C)C)c12,1,2%,-35*,0%,0%,-5,2.6%,-6%,1,3%,17%
COc1ccc2c(c1OC)CN1CCc3cc4c(cc3[C@@H]1[C@@H]2O)OCO4,5,-1%,0,0%,x,15,-2.0%,1%,15,-2%,8%
COCC(C)n1c(C)cc(C(=O)COC(=O)c2cc(=O)[nH]c3ccccc23)c1C (configuration not stated),u,-3%,x,-1%,x,5,-0.6%,x,12,-7%,-19%
O=C(NC1CCCCC1)C1CCN(C(=O)c2ccccc2Cl)CC1,2,-7%,-1,2%,-1%,-2,0.4%,-5%,-1,-4%,5%
Cc1cccc(NC(=O)C2CCN(S(=O)(=O)c3cccs3)CC2)c1,1,4%,0,3%,0%,0,-0.7%,-2%,-4,5%,-40%
O=C(N/N=C/c1ccc([N+](=O)[O-])o1)c1cn(-c2ccccc2)nc1-c1ccc(Cl)cc1,-90*,4%,2,-2%,2%,x,-0.2%,2%,-13,19%,11%
COc1ccccc1NC(=S)NCCc1ccc(OC)c(OC)c1,-6,-2%,0,4%,1%,7,-0.9%,x,-5,0%,u
COc1ccccc1/C=N/NC1=NCCCCC1,7,u,2,1%,-2%,1,-0.3%,-6%,-18,-6%,9%
Nc1scc2c(C(=O)O)nn(-c3ccccc3)c(=O)c12,-11,7%,x,4%,x,x,0.2%,x,x,2%,-6%
Clc1ccc(-n2nnnc2-c2ccccc2)cc1,15,-2%,1,4%,-2%,-5,-0.7%,13%,6,x,-15%
Cn1cc(SCC(=O)NCC2CCCO2)c2ccccc21 (configuration not stated),31[activator],-2%,10,1%,-1%,-3,0.0%,-4%,-2,4%,5%
CN(C)c1ccc(/C=N/NC(=O)c2ccc3c(c2)OCO3)cc1,-14,u,-1,4%,1%,2,0.1%,x,7,-28%,-12%
NNC(=O)c1ccc(CSc2n[nH]c(=O)[nH]c2=O)cc1,0,-4%,2,1%,-1%,1,0.1%,-5%,25,-1%,5%
Cn1c(Nc2cccc(Cl)c2)nc2ccccc21,0,7%,-7,-1%,4%,15,0.3%,-5%,19,-2%,-6%
COc1cc(C2CC(c3cccs3)=NN2C(=O)CCl)ccc1OC(F)F (configuration not stated),-6,13%,1,-1%,-11%,5,0.1%,-5%,17,-3%,-4%
C[C@H](CO)N1C[C@H](C)[C@@H](CN(C)Cc2ccc(C(=O)O)cc2)Oc2c(NS(=O)(=O)c3ccccc3)cccc2C1=O,7,4%,x,2%,x,0,-0.3%,x,0,6%,19%
CN(C)S(=O)(=O)N1CCN(C(=O)N2CCOCC2)CC1,-1,-15%,-2,-1%,-1%,-2,-0.1%,4%,3,-2%,3%
CCN1CCN(c2ccc(S(=O)(=O)N3CCCCC3)cc2NC(=O)c2cccc(C(F)(F)F)c2)CC1,6,u,x,-3%,x,4,-0.8%,x,-6,-5%,-4%
CCC1(c2ccccc2)NC(=O)N(CC(=O)Nc2cc(S(=O)(=O)N3CCCCC3)ccc2OC(C)C)C1=O (configuration not stated),-9,-6%,x,-12%,x,-4,0.0%,x,-2,0%,-26%
CCn1cc(CNC(=O)c2ccc3nc(Cc4ccccc4F)oc3c2)cn1,-9,-8%,4,0%,1%,3,0.6%,8%,-5,-5%,7%
COc1cc2[nH]cc(C(=O)NCc3ccccc3)c(=O)c2cc1OC,-3,-5%,4,1%,8%,0,-1.1%,-1%[11.5 µM],10,-2%,-10%
c1ccc(Cc2noc(CN3CCN(CCOc4ccccc4)CC3)n2)cc1,-4,-13%,2,0%,1%,31,-0.3%,-1%,21,-1%,12%

# Part of the list above, showing only Giardia kill and Eya2 phos inh.
smiles,Giardia kill,Eya2 phos inh
COc1cc(C2CC(c3cccs3)=NN2C(=O)CCl)ccc1OC(F)F (configuration not stated),-6,-4%
C[C@H](CO)N1C[C@H](C)[C@@H](CN(C)Cc2ccc(C(=O)O)cc2)Oc2c(NS(=O)(=O)c3ccccc3)cccc2C1=O,7,19%
CN(C)S(=O)(=O)N1CCN(C(=O)N2CCOCC2)CC1,-1,3%

# Additional structures.
SMILES,Giardia kill,Chronic BCR inh,FBPA coupling cs,USP2a inh,GALK inhibitor,KCNH2 WT inh,B2AR arrestin,PKM2 activator,KCNH2 3.1 block,uPA surface inh,Eya2 phos inh
O=C(O)c1cc(-c2ccco2)nc2ccc(Br)cc12,-25&2,u,3&5,1%&4%,-8%&2%,0&-2,3.5%&-0.4%,-11%&-25%,-14&10,10%&-2%,15%&4%
COc1ccc(/C(N)=N/OC(=O)c2ccc([N+](=O)[O-])c(C)c2)cc1OC,u,u,0,0%,0%,x,0.1%,1%,10,6%,1%
O=C(N/N=C/c1cc2c3c(c1O)CCCN3CCC2)c1ccccc1O,-5,u,-26,-2%,2%,-8,-0.8%,5%,-5,-8%,12%
O=C(COC(=O)c1c(F)cccc1F)NCCNC(=O)COC(=O)c1c(F)cccc1F,-1,3%,0,0%,10%,-14,0.3%,-1%,-12,-12%,-6%
